# Screening data: PubChem, The Scripps Research Institute Molecular Screening Center
# M1 ag: agonists of human M1 muscarinic receptor | actives 0.33% (n = 360,000) | activation, % at 3 µM | P11229 | CHO-K1 hM1, Fluo-8 calcium fluorescence, agonist mode; 0% DMSO, 100% acetylcholine EC100 | AID 588814;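 active = activation above the run's mean compound activation plus 3 SD, cut at about 16% in these data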;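 also: peak over basal fluorescence ratio within a 140 s kinetic read after compound addition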
# Target sequence (P11229 whole entry, looked up): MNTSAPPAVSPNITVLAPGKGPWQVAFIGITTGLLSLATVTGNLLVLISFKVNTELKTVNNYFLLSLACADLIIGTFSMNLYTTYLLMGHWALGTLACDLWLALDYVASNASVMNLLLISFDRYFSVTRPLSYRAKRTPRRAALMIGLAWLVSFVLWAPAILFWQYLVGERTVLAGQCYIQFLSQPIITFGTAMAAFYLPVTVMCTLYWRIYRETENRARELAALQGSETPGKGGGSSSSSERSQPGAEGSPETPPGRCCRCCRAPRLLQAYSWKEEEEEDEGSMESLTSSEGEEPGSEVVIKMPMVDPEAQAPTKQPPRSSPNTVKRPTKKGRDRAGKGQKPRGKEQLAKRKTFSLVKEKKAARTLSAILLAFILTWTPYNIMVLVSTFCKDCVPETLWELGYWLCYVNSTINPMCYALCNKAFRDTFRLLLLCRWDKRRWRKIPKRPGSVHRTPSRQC
# CHO-K1 Ca PAM: nonselective activator or artifact in parental CHO-K1 calcium assay; actives 0.02% (n = 360,000); ATP EC20, Fluo-8 calcium fluorescence; 0% at ATP EC20, 100% at ATP max; activation, % at 3 µM;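 active = activation above the run cutoff, the mean activation of all test compounds plus 3 SD, cut at about 40% in these data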;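 also: peak over basal fluorescence ratio in a 140 s read after ATP addition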
# CHRM1 antagonist: human CHRM1 antagonism. P11229. CHO-K1 hM1, Fluo-8 calcium fluorescence, ACh EC80 antagonist. inhibition, % at 3 µM. actives 1.3% (n = 360,000). AID 588852;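 active = percent inhibition above its own plate's cutoff, namely the mean of that plate's compound wells plus 3 SD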;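 also: peak over basal fluorescence ratio during 140 s after agonist addition; 0% = ACh EC80 plus DMSO and 100% = DMSO alone without agonist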
# CHO parental Ca: signal in parental CHO cells, OX1R antagonist counter-screen. parental CHO-K1, ATP-induced calcium, Fluo-8 fluorescence. inhibition, % at 5.6 µM. actives 0.63% (n = 330,000). AID 463079;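 active = inhibition above that plate's mean sample inhibition plus 3 SD, cut at about 26% in these data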;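 also: 0% = ATP-challenged DMSO wells and 100% = DMSO wells without ATP; some compounds past the cut are filed as inactive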
#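 Assay system – parental CHO cells · Reagent – ATP stimulus · Detection – intracellular calcium via Fluo-8 no-wash fluorescent dye · Evaluation – percent inhibition of ATP-evoked calcium rise, normalized to controls · Controls – ATP wells versus no-ATP DMSO wells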
# CHRM1 PAM: positive allosteric modulators of human M1 muscarinic receptor | CHO-K1 hM1, Fluo-8 calcium fluorescence, ACh EC20; 0% = ACh EC20, 100% = maximal ACh | activation, % at 3 µM | actives 0.088% (n = 360,000) | AID 588819; in the data active = activation above about 19%, passing the limit was not always enough
# TAAR1 ag: human TAAR1 agonism; Q96RJ0; CHO RD-HGA16 TAAR1, Fluo-8 calcium fluorescence; vehicle wells 0%, saturating PEA agonist 100%; activation, % at 3 µM; actives 0.99% (n = 360,000); AID 624467;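 active = activation above the mean activation of all test compounds in the run plus 3 SD, cut at about 38% in these data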
# Target sequence (Q96RJ0 whole entry, looked up): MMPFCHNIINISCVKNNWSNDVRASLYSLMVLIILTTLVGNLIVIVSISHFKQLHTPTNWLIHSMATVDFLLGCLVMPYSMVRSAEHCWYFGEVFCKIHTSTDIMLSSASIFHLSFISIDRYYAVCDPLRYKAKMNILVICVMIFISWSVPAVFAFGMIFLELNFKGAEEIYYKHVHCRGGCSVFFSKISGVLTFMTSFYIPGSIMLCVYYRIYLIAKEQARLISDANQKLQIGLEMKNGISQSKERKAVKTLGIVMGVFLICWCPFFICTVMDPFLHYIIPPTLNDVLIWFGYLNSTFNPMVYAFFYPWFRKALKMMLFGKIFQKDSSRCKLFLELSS
#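 Test system: RD-HGA16 (CHO) cells co-expressing Gα16 and hTAAR1 / Benchmarks: DMSO vehicle as 0%, PEA at EC100 as 100% / Repeats: no replicates (n 1) / Measure: % activation from peak over basal fluorescence ratio, DMSO-to-PEA scaled / Timing: 17-24 h plating, Fluo-8 75 min 37 °C, 30 min RT / Technique: kinetic Fluo-8 calcium fluorescence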
# CHO-K1 Ca ag: nonselective activator or artifact in parental CHO-K1 cells; Fluo-8 calcium fluorescence; scaled to maximal ATP response, vehicle zero; activation, % at 3 µM; actives 0.48% (n = 360,000); in the data active = activation above about 15%;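 also: untransfected CHO-K1 host cells lacking M1 receptor as counterscreen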
# CHO-K1 Ca antag: counter-screen for M1 antagonists: effect in parental CHO-K1 cells. ATP-induced calcium, Fluo-8 fluorescence. inhibition, % at 3 µM. actives 0.6% (n = 360,000). AID 602250;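 active = inhibition above a per-plate cutoff, the plate's mean sample inhibition plus 3 SD, cut at about 24% in these data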;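 also: 0% = DMSO plus EC80 ATP and 100% = DMSO alone without ATP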
# TAAR1 antagonist: human TAAR1 antagonism. Q96RJ0. CHO RD-HGA16 TAAR1, Fluo-8 calcium fluorescence, antagonist. inhibition, % at 3 µM. actives 1.5% (n = 360,000). AID 624466;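 active = inhibition above a per-plate cutoff, the mean inhibition of test compounds on that plate plus 3 SD, cut at about 49% in these data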;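 also: 0% = DMSO plus EC80 beta-PEA response and 100% = DMSO alone without agonist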
#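 Test system: RD-HGA16 CHO cells with stable hTAAR1 and Gα16 / Probe or stimulus: EC80 β-phenethylamine stimulus / Times: seeding 17-24 h prior, 75-min 37 °C, 30-min RT dye loading / Detection: Fluo-8 calcium-sensitive fluorescence / Read-out basis: % inhibition scaled between DMSO and EC80 PEA controls / Repeats: singlicate, one well per test compound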
# Starred values were filed as active, the others as inactive; / = not tested or not shown.
SMILES,M1 ag,CHO-K1 Ca PAM,CHRM1 antagonist,CHO parental Ca,CHRM1 PAM,TAAR1 ag,CHO-K1 Ca ag,CHO-K1 Ca antag,TAAR1 antagonist
CC(C)(C)NC(=O)/C(=C/c1ccccc1F)NC(=O)c1ccc([N+](=O)[O-])cc1,-7,15,-8,-24,12,10,0.2,-10,-17
CC(=O)/C=C(\C)N=Nc1c(O)[nH]c2ccccc12,-4,24,-10,10,6,-4,0.3,-17,-18
COc1ccccc1CN1CN(S(=O)(=O)c2ccccc2)c2nc3ccccc3nc21,-3,10,-11,-5,3,1,1.0,-14,-61
CCOC(=O)N1CCN(C2=C(NS(=O)(=O)c3ccc(NC(C)=O)cc3)C(=O)c3ccccc3C2=O)CC1,2,0,-5,-11,2,5,2.4,-3,-17
COc1ccc(/C=N/NC(=O)c2cc(Br)ccc2O)cc1Cn1cc(Cl)cn1,-4,18,-4,-22,-1,3,8.3,-2,-7
CCCCCCCCN1C(=O)[C@H](CC(=O)NCc2ccc(OC)c(OC)c2)C[C@@]2(C(=O)OC)CCCCC=C12,/,-8,/,/,/,-2,-0.7,-4,6
CC(=O)Nc1ccc(/C=N/NC(=O)CC2CCCCC2)cc1,-2,6,5,/,-6,1,0.7,-2,24
CNC(=S)N(Cc1cccs1)Cc1cc2ccc(OC)cc2[nH]c1=O,-1,12,-4,-14,5,14,-0.5,-4,14
O=c1c2ccccc2nc2n1C(CBr)CS2 (stereo not given),-3,6,-10,2,5,0,-0.1,-1,8
CC1CN(c2nc3ccccc3nc2C(C#N)C(=O)OC2CCCCC2)CC(C)O1 (stereo not given),-3,2,-3,-12,4,7,-0.1,-4,4
CCOC(=O)C1(Cc2cccc(OC)c2)CCN(Cc2cc(OC)ccc2OC)CC1,-14,20,3,-21,-1,6,13,2,4
Cc1nn(C)c(C)c1NC(=O)CCCSc1nc(-c2ccco2)cc(C(F)(F)F)n1,-2,12,-4,-5,6,-3,4.6,5,-8
NCCCCCc1nnc(SC/C=C/c2ccccc2)o1,-6,3,19,-7,-24,24,0.8,-1,-13
Cc1cc(C)nc(N2CCCC(C(=O)NCc3ccccc3)C2)n1 (stereo not given),-3,-6,-13,-4,7,6,-0.1,2,-5
Cc1ccccc1C(=O)Nc1ccc(N2CCCCCC2)cc1,-12,3,-2,-24,2,1,-0.2,6,-8
CC(CCn1cccn1)NC(=O)c1cc(COc2ccc(F)cc2Cl)on1 (stereo not given),-5,-16,-12,-10,7,2,1.2,3,9
CCN1C(=O)CSc2ccc(C(=O)NCc3ccccc3OC)cc21,-12,2,17,-20,-17,2,3.9,-14,6
COc1cccc(CC(=O)Nc2nc3c(s2)C(=O)CC(C)(C)C3)c1,-3,3,-4,-23,3,19,0.3,-10,2
C=CCc1cc(Cl)ccc1OCCOCCNCCOC,-9,-4,8,6,-4,2,0.9,1,-12
CC(C)C(NC(=O)CSCc1ccc([N+](=O)[O-])cc1)C(C)C,-10,8,3,-15,1,1,0.9,-6,-4
CC(=O)N/N=C/c1cc(C(C)C)cc(/C=N/NC(C)=O)c1O,-6,11,3,4,10,9,0.6,-7,-15
C/C(=N\NC(=O)c1nnn(-c2nonc2N)c1CSc1ccc(C)cc1)c1cccs1,-2,-5,3,/,-2,0,0.2,0,-2
Cc1cc(C(=O)CN2C(=O)NC(c3ccccc3)(c3ccccc3)C2=O)c(C)n1Cc1ccccc1,-1,4,-4,-6,6,3,-0.1,0,-12
O=C(COc1ccccc1)Nc1nnc(-c2ccc(F)cc2)o1,-2,-7,-7,-4,4,0,0.2,-2,-10
O=C(CCc1ccccn1)N1CCCC(Nc2cccc(F)c2)C1 (stereo not given),27*,12,-1,-21,8,1,0.8,-2,-12
CS(=O)(=O)N1CCc2cc(C(=O)Nc3ccc(O)cc3)ccc21,-1,-4,-13,-6,7,9,1.9,-6,-11
Cc1c(C(=O)N2CCN(c3ccccc3F)CC2)sc2ncn(CC(=O)N3CCOCC3)c(=O)c12,-3,-12,-4,-4,6,2,0.7,-16,-4
CC(C)c1ccccc1OS(N)(=O)=O,-4,-10,-4,-8,3,0,-0.1,-6,-18
Cc1ccc2nc(C)c3c(c2c1)COC3,-11,17,-7,-11,7,-1,3.0,-1,-9
CC(c1nnc(SCC(=O)Nc2cccnc2Cl)n1Cc1ccccc1)N(C)C (stereo not given),-10,-11,8,-13,-4,5,-0.5,21,-8
O=C(COc1ccccc1)Nc1ccc2[nH]c(=O)[nH]c2c1,-2,-7,-1,2,1,1,0.7,0,-10
Cc1cc(C(=O)N/N=C/C=C/c2ccc(Br)cc2)n[nH]1,-2,7,-20,-5,12,13,1.4,-7,21
N#C/C(=C\c1ccc(-c2ccc(C(=O)O)cc2)o1)C(=O)NCC1CCCO1 (stereo not given),-2,14,-16,4,11,/,1.4,-17,/
COCCn1c(SCc2cc(=O)n3ccsc3n2)nnc1-c1ccncc1,-5,14,0,7,3,0,9.2,-6,-17
O=C(O)c1ccc(N2C(=O)CC(SC(=NCc3ccc4c(c3)OCO4)Nc3ccccc3)C2=O)cc1 (stereo not given),-3,11,1,-2,0,-1,-0.1,-5,-4
CC(C)(C)N(Cc1ccccc1)C(=O)CN1C(=O)c2ccccc2C1=O,-2,10,-6,/,7,2,0.5,-1,-8
COc1ccccc1CN(C)C[C@@H]1OCc2cnnn2CCCC(=O)N([C@@H](C)CO)C[C@H]1C,-11,23,-12,/,7,1,1.0,-8,-6
COC(=O)C(NC(C)=O)(Nc1cc(C)ccn1)C(F)(F)F (stereo not given),-2,-18,-6,-1,1,1,1.0,8,1
O=C(CSc1nnnn1C1CCCC1)NCc1ccccc1,-2,17,-9,-2,8,8,0.2,2,0
Cn1c(S(=O)(=O)O)nc2ccccc21,-1,15,-16,-3,10,0,0.6,-12,-13
CCOC(=O)CCC(NC(=O)CCCC(=O)NC(CCC(=O)OCC)C(=O)OCC)C(=O)OCC (stereo not given),-4,1,-8,-5,4,1,0.5,-2,-25
COc1ccc(Nc2nc(N)nc(CN3CCC(C)CC3)n2)cc1,-7,7,-6,-13,11,0,0.1,9,-27
CC1(C(=O)N2CCN(C(=O)c3ccco3)CC2)CCN1Cc1ccccc1OC(F)F (stereo not given),-5,8,-13,/,8,1,0.4,-7,-5
O=C(O)CCCCCNC(=O)c1ccncc1,-5,10,-11,6,13,8,0.6,-5,15
COc1ccc(NC(=O)Cn2c(=O)n(-c3ccc(OC)cc3OC)c(=O)c3c(C)c(C)sc32)cc1,-9,22,-13,-8,9,10,-0.1,-6,-4
CCCC(=O)Nc1nnc(-c2ccc3c(c2)OCCO3)o1,1,11,8,-22,5,3,1.3,-5,-9
Cc1ccc(C(=O)NCCn2ccc3ccccc32)cc1[N+](=O)[O-],-15,-5,-9,-15,5,0,3.2,0,10
c1ccc2c3c([nH]c2c1)C(C1CCCCC1)N(Cc1ncc[nH]1)CC3 (stereo not given),-6,15,7,-12,3,9,1.1,-4,-1
CC(C)(C)OC(=O)N1O[C@H]2CC1[C@@H]1[C@@H]2N=NN1CCc1ccncc1,-8,6,-2,-4,2,2,0.3,-17,-7
CC(C)C[C@H]1CN([C@@H](Cc2ccccc2)CN2CCC[C@H]2CN2C(=O)C(=O)NC[C@@H]2Cc2ccccc2)C(=O)C(=O)N1CCc1ccccc1,/,9,/,/,/,3,1.7,-12,-6
O=C(CCCc1nc2ccccc2s1)Nc1ccccc1,-3,16,7,5,0,0,5.2,-14,-6
S=C(Nc1ccccc1)N1CCOCCOCCN(C(=S)Nc2ccccc2)CCOCCOCC1,0,25,-6,-21,12,2,-0.4,-15,-46
CN1CCC(OC(=O)Cc2ccc(Cl)cc2)CC1,-9,16,12,-2,-17,4,0.4,-10,-10
CCOC(=O)NNC(=O)C12CC3CC(CC(C3)C1)C2,4,-22,-5,-7,22,2,-0.5,0,-34
COc1ccc(OC)c(S(=O)(=O)NCC2CCCO2)c1 (stereo not given),-3,13,-12,-3,14,6,0.3,-13,5
Cc1[nH]c2ccccc2c1C(=O)C(=O)NCc1cccs1,-5,18,15,-5,-11,4,1.8,-2,2
CN(C)C1(CNC(=O)C2CCN(S(=O)(=O)c3cccc(C(F)(F)F)c3)CC2)CCCCC1,-6,9,-12,-4,7,2,1.3,-6,-5
COC(=O)[C@]1(Cc2ccccc2)N[C@H](CN(C)C(=O)Nc2ccc(C(F)(F)F)cc2)[C@@H]2C(=O)N(C)C(=O)[C@@H]21,1,14,-10,-15,9,2,0.3,-4,-6
O=C(CSc1nnc(-c2ccc3c(c2)OCO3)o1)Nc1ncc(C(F)(F)F)cc1Cl,-4,3,-3,6,3,1,0.7,-11,-15
CC(C)(O)CCc1c(-c2ccc(O)cc2O)oc2c3c(cc(O)c2c1=O)OC(C)(C)C=C3,-2,-12,11,-2,-4,7,0.7,9,1

# Rewritten as tab-separated lines: entries from further up.
canonical_smiles	M1 ag	CHO-K1 Ca PAM	CHRM1 antagonist	CHO parental Ca	CHRM1 PAM	TAAR1 ag	CHO-K1 Ca ag	CHO-K1 Ca antag	TAAR1 antagonist
CC(C)C[C@H]1CN([C@@H](Cc2ccccc2)CN2CCC[C@H]2CN2C(=O)C(=O)NC[C@@H]2Cc2ccccc2)C(=O)C(=O)N1CCc1ccccc1	/	9	/	/	/	3	1.7	-12	-6
COc1ccc(OC)c(S(=O)(=O)NCC2CCCO2)c1 (stereo not given)	-3	13	-12	-3	14	6	0.3	-13	5

# (cont.)
SMILES,M1 ag,CHO-K1 Ca PAM,CHRM1 antagonist,CHO parental Ca,CHRM1 PAM,TAAR1 ag,CHO-K1 Ca ag,CHO-K1 Ca antag,TAAR1 antagonist
COc1ccccc1CCC(=O)Nc1cccc(S(=O)(=O)N2CCCCCC2)c1,-3,-1,-4,-7,-2,2,2.5,-3,27
Cc1[nH][nH]c(=O)c1C(c1ccc(-c2cccc(Cl)c2)o1)c1c(C)[nH][nH]c1=O,-7,4,-25,-13,6,/,0.0,-8,/
C/C(Cl)=C\Cn1c(NCCc2ccccc2)nc2c1c(=O)n(C)c(=O)n2C,-5,7,5,0,-1,4,0.1,-14,-31
CCn1cc([N+](=O)[O-])c(C(=O)Nc2ccn(Cc3ccccc3F)n2)n1,-5,12,2,-6,0,11,0.3,-1,-7
NS(=O)(=O)c1ccc(NC(=O)CN2C(=O)c3ccccc3C2=O)cc1,-1,-6,4,-7,-2,-1,0.1,-3,1
N#Cc1nc(-c2ccco2)oc1N1CCCC1,-4,1,-10,1,8,-2,0.6,14,0
CCC(=O)N1CCN(c2ccc(NC(=O)c3ccco3)cc2Cl)CC1,-1,-8,-6,/,3,6,3.6,-8,19
COc1ccc(N2CC(C(=O)Nc3ccc(S(=O)(=O)Nc4nccs4)cc3)CC2=O)cc1 (stereo not given),-5,-10,1,8,-1,6,-0.3,16,0
COc1cc(NC(=O)Nc2cccc([N+](=O)[O-])c2)cc(OC)c1,2,-7,9,27,-13,14,15*,10,13
Cc1nc2nc(C)c(CCC(=O)N3CCN(c4ccccn4)CC3)c(C)n2n1,-7,14,10,1,-1,3,0.1,-13,2
